Bioassay records from PubChem.
APOBEC3A inh: inhibitors of human APOBEC3A DNA deaminase. recombinant A3A, FAM/TAMRA ssDNA deamination fluorescence. inhibition, % at 20 µM. actives 0.41% (n = 330,000);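 active means at least 40% inhibition at 20 µM here, with at most 30% in a related deaminase screen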;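 further: plate controls were A3A with DMSO for no effect and wells lacking A3A enzyme for full effect; some results filed as inactive read as strong as hits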
Target sequence (P31941 whole entry, looked up): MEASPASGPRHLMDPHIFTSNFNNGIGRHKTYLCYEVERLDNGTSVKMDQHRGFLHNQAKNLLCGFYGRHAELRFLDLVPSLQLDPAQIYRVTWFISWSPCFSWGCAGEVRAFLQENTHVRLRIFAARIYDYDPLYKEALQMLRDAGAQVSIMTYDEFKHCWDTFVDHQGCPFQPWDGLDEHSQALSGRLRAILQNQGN
tim10-1 inh: growth inhibitors of tim10-1 mutant yeast; inhibition, % at 20 µM; S. cerevisiae tim10-1 ts strain growth, BacTiter-Glo, 24 h; actives 2.2% (n = 330,000);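 active means inhibition of at least 40%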;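 further: mutant grown at 25 °C; 0% = DMSO wells with yeast and 100% = wells holding no yeast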
NLRP3 yeast inh: NALP3 inhibition in yeast | Yeast reconstituted NLRP3/ASC/caspase-1, beta-gal luminescence, 24 h | inhibition, % at 10 µM | actives 0.39% (n = 330,000) | AID 2825;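 active means inhibition of 50% or more; inactive means inhibition below 50%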;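 further: plate controls were induced DMSO wells for no effect and uninduced yeast grown without galactose for full effect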
mIAP block: blocks mouse intestinal alkaline phosphatase; purified mouse IAP, CDP-Star luminescence, 30 min; inhibition, % at 10 µM; actives 0.2% (n = 330,000); AID 2806;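 active means inhibition of at least 40% at 10 µM in the primary screen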;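 further: plate controls were DMSO with enzyme for no effect and no enzyme wells for full effect; values of inactives mirror those of a sister screen read the other way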
mIAP activ: increases mouse intestinal alkaline phosphatase activity | muIAP, CDP-Star luminescence, 30 min; stronger effect = higher value; 1 = vehicle-only enzyme signal, 0 = enzyme-free wells | activation factor at 10 µM | actives 0.24% (n = 330,000);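 active means activation factor of at least 2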; further: the source names both 10 and 20 µM as test concentration; values of inactives mirror those of a sister screen read the other way
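also added = chemiluminescent substrate CDP-Star | test system = mouse IAP enzyme | signal = chemiluminescence readout | compound = DMSO-dissolved test compounds | incubation = 30 min at room temperature | benchmarks = DMSO wells, no-enzyme wells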
APOBEC3G inh: APOBEC3G (human) deaminase inhibition. Q9HC16. recombinant A3G, ssDNA deamination FAM/TAMRA fluorescence. inhibition, % at 20 µM. actives 0.28% (n = 330,000). AID 493012;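 active means inhibition of at least 40% at 20 µM, with no more than 30% in the related APOBEC3A deaminase screen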;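 further: plate controls were DMSO wells with A3G for no effect and wells lacking A3G enzyme for full effect; some compounds called inactive have numbers as strong as hits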
Target sequence (Q9HC16 whole entry, looked up): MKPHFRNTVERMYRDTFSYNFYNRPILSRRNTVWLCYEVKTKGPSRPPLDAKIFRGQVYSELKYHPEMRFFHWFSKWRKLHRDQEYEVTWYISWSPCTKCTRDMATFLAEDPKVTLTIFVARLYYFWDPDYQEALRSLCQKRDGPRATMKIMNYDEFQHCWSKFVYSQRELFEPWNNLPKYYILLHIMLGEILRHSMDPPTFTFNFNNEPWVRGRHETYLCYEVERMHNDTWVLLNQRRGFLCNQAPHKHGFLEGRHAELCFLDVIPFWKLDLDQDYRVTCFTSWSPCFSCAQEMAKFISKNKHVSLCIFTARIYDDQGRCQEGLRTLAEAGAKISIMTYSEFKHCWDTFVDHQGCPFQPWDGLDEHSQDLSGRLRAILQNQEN
MIN6 prolif: MIN6 beta-cell proliferation induction; MIN6 cells proliferation, ATPlite luminescence, 48 h; cells starved in 0.2% serum; 100% = growth in 10% serum; proliferation, % at 10 µM; actives 0.29% (n = 330,000); AID 2380;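 active means compounds whose signal lies at least 3.5 SD above the mean of all wells on their plate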;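 further: 0% = DMSO-treated cells in low-serum medium and 100% = 10% serum control; some compounds called inactive have numbers as strong as hits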
hIAP block: blocks human intestinal alkaline phosphatase; inhibition, % at 10 µM; actives 0.12% (n = 330,000); P09923; purified IAP, CDP-Star luminescence, 30 min;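 active means inhibition reaching a set limit with compound at 10 µM in the primary screen, cut at about 35% in these data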;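 further: plate controls were DMSO wells with enzyme for no effect and no-enzyme buffer wells for full effect; values of inactives mirror those of a sister screen read the other way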
TIM10 inh: inhibits growth of TIM10 yeast strain | S. cerevisiae TIM10 strain growth, BacTiter-Glo luminescence, 24 h | inhibition, % at 10 µM | actives 1.4% (n = 330,000) | AID 463195;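 active means inhibition of 40% or more at the single tested concentration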;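 further: wild-type TIM10 isogenic control strain grown at permissive 25 °C; 0% = DMSO yeast wells and 100% = minimal medium wells without yeast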
Numbers without * were called inactive; & = joins results of further samples. Not all compounds are listed; count on the stated rates, not on these rows.

SMILES | APOBEC3A inh | tim10-1 inh | NLRP3 yeast inh | mIAP block | mIAP activ | APOBEC3G inh | MIN6 prolif | hIAP block | TIM10 inh
c1ccc2c3c(ccc2c1)OCC1CONC31 (stereo not drawn) | -2 | -7 | 3 | 2 | 0.98 | -7 | -2 | 12 | -7
Cc1ccccc1CN1CCN(Cc2ccccc2)CC1 | -1 | 7 | 16 | 2 | 0.98 | -5 | 0 | 4 | 5
COc1cccc(C(=O)C2CCCN(C3CCOCC3)C2)c1 (stereo not drawn) | -2 | -18 | 17 | 5 | 0.95 | -5 | 2 | -50 | -7
COC(=O)[C@@H](c1ccccc1)C1CCCCN1 (stereo partly drawn) | 0 | -11 | -8 | 8 | 0.93 | 3 | -2 | -10 | 5
Cc1nn(-c2ccccc2)c2c1CC1(C(=O)N(C)C(=O)N(C)C1=O)C1CCCCN21 (stereo not drawn) | -4 | 16 | -15 | 0 | 1 | -4 | -1 | -3 | 31
CCCC12CN3CC(CCC)(CN(C1)C3c1ccccn1)C2=O (stereo not drawn) | -2 | 19 | 15 | -2 | 1 | -7 | 0 | -30 | -5
COc1cc2c3c(c1OC)-c1cc(O)ccc1CC3NCC2 (stereo not drawn) | -2 | 6 | 11 | -6 | 1.1 | -3 | 0 | 5 | -6
O=c1[nH]c(O)c(/C=C2\C=Nc3ccc(OCc4ccccc4)cc32)c(=O)[nH]1 | 1 | -8 | 19 | 14 | 0.85 | -7 | -5 | -16 | -12
c1ccc2c(c1)CC1CNCc3cccc(c31)S2 (stereo not drawn) | -1 | 34 | 21 | 3 | 0.97 | -3 | -3 | 3 | 14
Cc1cc(/C=C2/C(=O)NC(=O)N(Cc3ccco3)C2=O)c(C)n1-c1ccc(C(=O)O)cc1 | 20 | -10 | -2 | 11 | 0.89 | 5 | 2 | 7 | 5
O=C(c1ccccc1[N+](=O)[O-])N1CCC2(CC1)OCCO2 | -5 | 18 | 17 | 9 | 0.91 | -8 | 2 | 11 | -4
CNC(=S)N(C)CCc1cc2c(c(OC)c1/C=C1/C(=O)NC(=O)N(C)C1=O)OCO2 | 1 | -7 | 7 | -13 | 1.1 | -2 | 2 | -6 | 14
CC(O)(CS(=O)(=O)c1ccc(F)cc1)C(=O)Nc1ccc(C#N)c(C(F)(F)F)c1 (stereo not drawn) | 2 | 10 | 9 | -8 | 1.1 | -9 | 2 | 9 | 4
CC(C)CC(N(C)C)C1(c2ccc(Cl)cc2)CCC1 (stereo not drawn) | 2&-2 | 1 | -3 | 1 | 1.1 | -4&-1 | -2 | -14 | 1
Cc1ccn2nc(S(=O)(=O)Nc3c(F)cccc3F)nc2n1 | -3 | 5 | 1 | 0 | 1 | -10 | 2 | 4 | 12
COCCCn1c(N)c(C(=O)OC(C)COC)c2nc3ccccc3nc21 (stereo not drawn) | 2 | -2 | 3 | -5 | 1 | -6 | -2 | 7 | 4
CCCCn1c(=O)c(C(=O)Nc2cnccn2)c(O)c2ccccc21 | -1 | -23 | 28 | 5 | 0.95 | 11 | -4 | 18 | -1
CN(C)Cc1ccccc1OC(=O)N(C)C | -2 | 11 | 14 | -3 | 1 | -9 | 2 | 3 | 2
Cc1ccc(S(=O)(=O)N(C)CCCC(=O)N2CCN(c3ccccn3)CC2)cc1 | -4 | 26 | 5 | -3 | 1 | -5 | -3 | -12 | 11
O=C(CNC(=O)c1ccc(Br)cc1)Nc1ccc(Br)cc1C(=O)c1ccccc1 | -4 | -18 | 31 | 0 | 0.99 | -1 | -6 | 8 | -50
O=c1ccc2cc3ccoc3c(O)c2o1 | -2 | 6 | -25 | -14 | 1.1 | -6 | 0 | 3 | 4
CCOC(=O)CCCCCNC(=O)c1c(O)[nH]c(=O)[nH]c1=O | -6 | -42 | 21 | -7 | 1.1 | -12 | 0 | 12 | -1
FC(F)(F)c1ccc(NC2=NCCCS2)cc1 | 0 | 5 | 10 | 7 | 0.93 | -7 | -5 | 0 | 4
Cc1c(C(=O)c2cccc3ccccc23)c2cccc3c2n1[C@H](CN1CCOCC1)CO3 | -6 | 9 | 25 | 2 | 0.98 | -9 | -8 | -5 | 5
O=C(N[C@H]1CP(=O)(Oc2ccccc2)O[C@H](COCc2ccccc2)[C@H]1O)C(Cl)(Cl)Cl (stereo partly drawn) | -3 | 3 | 6 | -8 | 1.1 | -10 | -1 | 1 | 1
N[C@@H](Cc1c[nH]c2ccccc12)c1nnc(SCc2ccccc2)o1 | 1 | 43* | 19 | -3 | 1 | -2 | -1 | 15 | 33
O=P(Oc1ccccc1)(Oc1ccccc1)C(Nc1ccccc1)c1ccccc1 (stereo not drawn) | 1 | 35 | 9 | 12 | 0.88 | 0 | -1 | -20 | 17
CC(C)CC12CN3CCN(CC(C3)C1O)C2 (stereo not drawn) | 3 | -6 | 3 | -10 | 1.1 | 4 | -1 | 22 | -9
COC(=O)C1=C(c2ccc(S(C)(=O)=O)cc2)C[C@@H]2CC[C@H]1N2C | 0 | 1 | 3 | -4 | 1 | -6 | -4 | 10 | -8
C[C@H]1CC[C@@H]2[C@@H](C)[C@H]3[C@H](C[C@H]4[C@@H]5CC=C6C[C@@H](O[C@@H]7O[C@H](CO)[C@H](O)[C@H](O[C@@H]8O[C@H](CO)[C@@H](O)[C@H](O)[C@H]8O)[C@H]7O[C@@H]7O[C@@H](C)[C@H](O)[C@@H](O)[C@H]7O)CC[C@]6(C)[C@H]5CC[C@]34C)N2C1 | 6 | 8 | 4 | 9 | 0.91 | -1 | -2 | -11 | 4
CC1OC(C[N+](C)(C)C)CC1O (stereo not drawn) | 0 | 7 | 9 | -10 | 1.1 | 1 | -5 | -20 | 2
COC(=O)C1=C(c2cc3ccccc3s2)C[C@@H]2CC[C@H]1N2C(=O)NC1CC1 | 0 | 2 | 0 | 3 | 0.97 | -7 | -2 | -1 | -5
COc1ccc(OC)c(NP(=O)(Oc2ccc(Cl)cc2)Oc2ccc(Cl)cc2)c1 | 4 | -241 | 9 | 4 | 0.96 | -5 | -3 | 1 | 5
Nc1ccc(C2(c3ccc(N)cc3)CCCCC2)cc1 | -7 | 36 | 0 | -13 | 1.1 | -10 | -1 | 9 | 22
CCOc1ccc(C2(C#N)CC[N+](C)(C)CC2)cc1 | -3 | 9 | 23 | -2 | 1 | 6 | -2 | -18 | 1
Cc1ccc(O)c(CN2CCN(c3ccccc3)CC2)c1 | -1 | 20 | 31 | -1 | 1 | -2 | -1 | -2 | 6
CC1CCN(C(=O)COC(=O)c2cn(C)c3ccccc23)CC1 | 2 | -15 | 19 | 7 | 0.93 | 0 | -2 | 11 | 3
COC(=O)CN1C(=O)CN=C(c2ccccc2Cl)c2cc(Br)ccc21 | -3 | -4 | 5 | -13 | 1.1 | -1 | 1 | -4 | -17
CCn1c(O)c(C=NCc2cccs2)c(=O)[nH]c1=O | -6 | 5 | 13 | 1 | 0.99 | -6 | -2 | -2 | 10
Cc1cccc(C(=O)Nc2ccc3c(c2)CC2(C(=O)N(C)C(=O)N(C)C2=O)C2CCCN32)c1 (stereo not drawn) | -1 | 13 | -1 | 4 | 0.96 | 3 | 0 | -5 | 6
NC(=O)OCCSc1nnc(-c2cccc(C(N)=S)c2)o1 | -1 | 9 | 10 | 15 | 0.85 | -4 | -2 | -4 | 5
Cc1ccc(CNCCc2ccc(F)cc2)s1 | -4 | 10 | 9 | -4 | 1 | -4 | 2 | 7 | 0
COc1ccc(-n2c(C)nc3ccccc3c2=O)c([N+](=O)[O-])c1 | 1 | -1 | 8 | 0 | 1 | 1 | 0 | 5 | 0
CC(C)Oc1ccc(CCN)cc1Cl | 5 | -17 | 53* | 5 | 0.95 | -1 | 0 | 14 | 3
CCN1CCN(Cc2cccnc2)CC1 | -1 | -14 | 11 | 2 | 0.98 | -8 | -2 | 4 | -7

No new results follow: two of the compounds above.
SMILES | APOBEC3A inh | tim10-1 inh | NLRP3 yeast inh | mIAP block | mIAP activ | APOBEC3G inh | MIN6 prolif | hIAP block | TIM10 inh
CC(C)Oc1ccc(CCN)cc1Cl | 5 | -17 | 53* | 5 | 0.95 | -1 | 0 | 14 | 3
CCN1CCN(Cc2cccnc2)CC1 | -1 | -14 | 11 | 2 | 0.98 | -8 | -2 | 4 | -7

The list continues:
SMILES | APOBEC3A inh | tim10-1 inh | NLRP3 yeast inh | mIAP block | mIAP activ | APOBEC3G inh | MIN6 prolif | hIAP block | TIM10 inh
O=c1cc(CN2CCNCC2)nc2sccn12 | -4 | -16 | -5 | 6 | 0.94 | -11 | -1 | -10 | 7
O=C(c1c[nH]c2ccc(S(=O)(=O)N3CCC4(CC3)OCCO4)cc2c1=O)N1CCC2(CC1)OCCO2 | 7 | 4 | -2 | 4 | 0.96 | -3 | 5 | 4 | 3
CCN(C(=O)COC(=O)c1cc(C)n(C2CC2)c1C)c1ccccc1 | -4 | 19 | -11 | -11 | 1.1 | -3 | 3 | -24 | 8
O=C(Nc1ccc(F)cc1)N1CC2CC(C1)c1cccc(=O)n1C2 (stereo not drawn) | -5 | 3 | 15 | -9 | 1.1 | -11 | -2 | -18 | 7
COc1ccc(C=C2C(=O)N(C)C(=O)N(C)C2=O)cc1CSc1ccccn1 | 2 | 14 | 22 | 10 | 0.9 | 1 | -2 | 2 | 11
CN1C(=O)C(=Cc2ccccc2OCc2ccc(Cl)cc2)C(=O)N(C)C1=O | 4 | 18 | 36 | 9 | 0.91 | -3 | -2 | 11 | 24
CC(=O)OC1=CC[C@H]2[C@@H]3CC[C@H]4C[C@H](OC(C)=O)[C@@H](OC(C)=O)C[C@]4(C)[C@H]3CC[C@]12C | -1 | 13 | 34 | 8 | 0.92 | -9 | 0 | -3 | 4
Cc1nc2sccc2c(=O)n1-c1ccccc1Cl | -2 | 28 | -4 | 4 | 0.96 | -4 | 2 | 7 | -17
COc1ccccc1NC(=O)N1C[C@@H]2C[C@@H](C1)c1cccc(=O)n1C2 | -2 | 3 | 17 | 10 | 0.9 | -1 | -2 | 12 | 2
O=C1N[C@@H](Cc2ccccc2)C(=O)N2[C@H]1C[C@H]1c3ccccc3N(OOSc3ccccc3)[C@H]12 | -3 | 15 | 11 | 3 | 0.97 | -5 | -5 | -2 | 44*
CCSC(=O)N1CCCCCC1 | -1 | -17 | 14 | -3 | 1 | -4 | -1 | 11 | 4
CCn1c(NN=O)nc2ccccc21 | -1 | 7 | 27 | 8 | 0.92 | 58* | -7 | 7 | 7
Cn1nccc1C(=O)N1CCC2(CC1)OCCO2 | -6 | 4 | 13 | 2 | 0.98 | -8 | -1 | 4 | 3
COc1ccc(Cn2c(O)c(C=NCCN3CCOCC3)c(=O)[nH]c2=O)cc1 | -2 | -3 | 36 | 0 | 1 | -4 | -1 | -9 | -3
COc1ccc(-c2nn(CCC#N)cc2C(=O)Nc2ccccc2Br)cc1[N+](=O)[O-] | 3 | 11 | 20 | 2 | 0.98 | 1 | 0 | -14 | -7
CC1(C)C2CC=C(CN3CCC(O)CC3)C1C2 (stereo not drawn) | 2 | 3 | -15 | -9 | 1.1 | 2 | -3 | 19 | 8
CC(=O)N[C@@H]1CC[C@@]2(O)[C@H]3Cc4ccc(O)c5c4[C@@]2(CCN3CC2CC2)[C@@H]1O5 | 2 | -4 | 7 | 0 | 1 | -1 | 1 | -12 | 1
COC(=O)C1=C(c2cc3ccccc3s2)C[C@@H]2CC[C@H]1N2C(=O)NCc1ccco1 | -2 | 15 | 7 | 0 | 1 | -2 | 9 | 5 | 12
